TbREL1 inh: TbREL1 inhibition, primary screen; P86926; TbREL1 RNA ligation, FRET fluorescence; inhibition, % at 9.66 µM; hit rate 0.49% among 89,000;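 active = inhibition above the mean inhibition across all screened compounds plus 3 SD, cut at about 11% in these data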;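 also: 0% = plate median of test wells and 100% = NSC42067 control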
Target sequence (P86926 whole entry, looked up): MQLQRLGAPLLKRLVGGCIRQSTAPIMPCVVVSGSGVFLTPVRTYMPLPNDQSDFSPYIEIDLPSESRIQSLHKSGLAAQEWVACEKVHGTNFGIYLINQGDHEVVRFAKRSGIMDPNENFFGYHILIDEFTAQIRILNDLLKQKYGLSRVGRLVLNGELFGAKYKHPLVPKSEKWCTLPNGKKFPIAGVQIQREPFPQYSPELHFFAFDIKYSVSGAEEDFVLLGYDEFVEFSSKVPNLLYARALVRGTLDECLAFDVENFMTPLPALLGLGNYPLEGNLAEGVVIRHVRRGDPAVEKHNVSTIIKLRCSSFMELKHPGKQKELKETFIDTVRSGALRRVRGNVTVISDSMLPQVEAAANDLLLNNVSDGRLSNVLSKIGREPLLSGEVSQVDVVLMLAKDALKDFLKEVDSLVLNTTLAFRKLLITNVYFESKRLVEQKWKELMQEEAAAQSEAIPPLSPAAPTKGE
Starred values were filed as active, the others as inactive.

Molecule	TbREL1 inh
CSc1ncc(Cl)c(C(=O)Nc2nnc(SC/C=C/c3ccccc3)s2)n1	0
O=C(Nc1ccccc1)N1CCOCC1	0
CCCCNC(=O)c1c(CSc2ccccc2)noc1C(=O)NCc1ccccc1	1
COc1ccc(C(=O)NC(=S)N(C)Cc2ccccc2)cc1Br	8
CC1(C)CC(O)(CNCc2ccc3c(c2)OCO3)CCO1 (stereo unspecified)	-2
CCCCN1C(=O)NC2NC(=O)NC21 (stereo unspecified)	0
Cc1ccc(CNC(=O)COc2ccc(S(=O)(=O)NC(C)C)cc2)cc1	-1
CCOC1=NC(C(=O)O)c2ccccc2/C(=C(/C)Cl)N1 (stereo unspecified)	1
C=CCN1C(=O)C2C(C(=O)NC)C3C=CC2(O3)C1C(=O)NCc1ccc(OC)cc1 (stereo unspecified)	0
COC(=O)/C(=C\Nc1ccc(Oc2ccc(F)cc2F)nc1)NC(=O)c1ccccc1	-6
N#CC1C(=O)NC(=O)C(C#N)C12CCCc1sccc12 (stereo unspecified)	2
CS(=O)(=O)c1sc(C(=O)NC(=O)Nc2cccc(C(F)(F)F)c2)c2c1C=CCC2	0
O=[N+]([O-])c1ccc(Cl)c(/C=N/n2c(COc3ccccc3)n[nH]c2=S)c1	-2
COc1ccccc1NCc1cc(=O)oc2c(C)c(O)ccc12	-2
CCOC(=O)/C=C(\C)Nc1cc(C)nn1-c1ccccc1	-2
CCOC(=O)N1CCN(C(=O)c2cc(-c3ccc(OCC)cc3)nc3ccccc23)CC1	1
CC(C)(C)OC(=O)C[C@H]1C/C=C\C[C@@H](CC(=O)NCCO)C(=O)NC[C@@H](c2ccccc2)OC1=O	2
CC(C)(C)OC(=O)C[C@H]1C/C=C\C[C@@H](CC(=O)NCCO)C(=O)NCCOC1=O	4
COc1ccc(C(=O)NCCS(=O)(=O)NCc2ccc(F)cc2)cc1	2
Cc1cc(C)c[n+](C(C)C(=O)c2ccc(-c3ccccc3)cc2)c1 (stereo unspecified)	3
Cc1cccc(-n2ncc3c(N(C)Cc4ccccc4)ncnc32)c1	-1
Cc1ccc(-c2cnc(SCCNC(=O)c3ccco3)[nH]2)cc1	-3
CCOC(=O)n1cc(-c2cnc(CNC(=O)C(C)(c3ccccc3)c3ccccc3)o2)c2ccccc21	1
Cc1ccc(C)c(NC(=O)C(=O)NCC2CCCN2S(=O)(=O)c2cccs2)c1 (stereo unspecified)	5
CCCC(O)(CCC)C(=O)NN(C(=O)OC)c1ccccc1	2
C=C[C@@H]1c2cc(C)ccc2N(S(=O)(=O)c2ccc(C)cc2)[C@H](c2ccccc2)C1(C#N)C#N	7
CC(C)[C@@H]1OC(=O)[C@@H]2CCCN2C(=O)[C@H](C)OC(=O)[C@H](C)[C@@H](C(C)C)NC(=O)[C@@H]2CCCN2C(=O)[C@H]([C@H](C)Cc2ccccc2)NC(=O)[C@@H]2CCCN2C(=O)[C@@H](C(C)C)N(C)C1=O	0
Cc1cc(NS(=O)(=O)c2ccc(NC(=O)c3cccnc3)cc2)nc(C)n1	-2
Cc1c(C(=O)OCC(=O)N2c3ccccc3CC2C)oc2ccccc12 (stereo unspecified)	-1
CCOc1ccc(S(=O)(=O)NCCC(=O)NCC(c2ccc(OC)cc2)N2CCCC2)cc1 (stereo unspecified)	-3
Clc1ccc(CSC2=NCCCN2)cc1Cl	4
Cc1cc(C(=O)OCC(=O)N(CC(C)C)c2c(N)n(Cc3ccccc3)c(=O)[nH]c2=O)c(C)o1	-2
CCOc1ccc(S(=O)(=O)Nc2ccn(C)n2)cc1	4
CCCCCOC(=O)NCCOC(=O)Nc1ccc(C(=O)OCC)cc1	-1
CC1=C(C(=O)OC(C)C)C(C)NC(=O)N1 (stereo unspecified)	2
O=C(CCc1ccccc1)NNC(=O)c1ccco1	0
O=S(=O)(c1ccc(Cl)cc1)n1cccn1	2
CC(Sc1nc(N)cc(N)n1)C(=O)NCC1CCCO1 (stereo unspecified)	4
CC(C)(C)c1ccc(-c2nnc(SCC(=O)O)n2N)cc1	5
CC1CCCN(C(=O)C2c3ccccc3C(=O)N3CCc4ccccc4C23)C1 (stereo unspecified)	-2
COc1ccc(S(=O)(=O)N(CC(=O)NCc2ccccn2)c2ccc(Cl)cc2)cc1	10
Cc1ccc(-c2cc(NC(=O)Cc3c(C)[nH]c4ccccc34)ccc2Nc2cccnc2)cc1	-3
COc1ccccc1-n1cnc2cc(C(=O)NC3CCCC3)ccc21	-4
COc1ccc(NC(=O)C(c2cc3c(cc2[N+](=O)[O-])OCO3)N(C)C)cc1 (stereo unspecified)	-2
Cc1ccc(-c2noc(CCC(=O)N3CCCC3)n2)cc1	5
COc1ccc2oc(C(=O)NC3(C)CCS(=O)(=O)C3)c(C)c2c1 (stereo unspecified)	0
CCOC(=O)c1c(CCl)nc2ccccc2c1C	8
COc1ccc(OC)c(-n2c(=S)[nH]c3cc(C(=O)NCCCN4CCCC4=O)ccc3c2=O)c1	-3
Cc1ccc(N2CC(C(=O)OCc3ccccc3F)CC2=O)cc1 (stereo unspecified)	0
CCC(CO)Oc1cc(NCc2cc(C)cc(C)c2)c2ncn(C(C)C)c2c1 (stereo unspecified)	-1
COc1ccc(NC(=S)NNC(=O)OC(C)(C)C)cc1OC	-4
N#CC1(Cc2ccc(Cl)cc2)c2ccccc2C=CN1C(=O)c1ccccc1 (stereo unspecified)	2
O=C(Nc1ccncc1)c1ccc2c(c1)C(=O)N(C1CCCCC1)C2=O	1
CCOCc1cc(CN2CCC(CCC(=O)NC3CC3)CC2)ccc1OC	-1
O=C(NCc1nc2ccccc2[nH]1)C1=C[C@@H](C2CCCCC2)C[C@@H](OCc2ccc(CO)cc2)O1	-2
O=c1[nH]c(=S)[nH]c2c1[C@H](CCc1cccc(Cl)c1)O[C@H](C1CCCC1)C2	-4

Later entries
Molecule	TbREL1 inh
CCOC(=O)C1(Cc2ccccc2)CCN(Cc2cnn(C(C)C)c2)CC1	6
Cc1ccccc1C(=O)c1c[nH]c(C(=O)NCCc2ccccn2)c1	2
COc1cc(C(=O)Nc2ccc3c(c2)C(=O)N(CCC(=O)O)C3=O)cc(OC)c1OC	3
O=C(Nc1ccc(Cl)c(Cl)c1)C1CCCN1S(=O)(=O)c1cccc2cccnc12 (stereo unspecified)	0
O=C(O)CC(CC(=O)O)c1ccsc1	4
Cc1ccc(/C=N/NC(=O)c2c[nH]c3ccccc23)s1	1
CC(C)N(C)c1ncnc2c1ncn2[C@H]1CN(Cc2ccc(-c3ccccc3)cc2)C[C@@H](CO)O1	-1
CC(=O)c1ccc(NC(=S)N(C)C2CCN(C)CC2)cc1	0
Cc1ccnc(NC(=O)c2ccc(Cl)cc2Cl)n1	0
O=C(CN(Cc1ccccc1)S(=O)(=O)c1ccc(F)cc1)NCCC1=CCCCC1	-5
CN(Cc1ccccc1)C(=O)COc1cc(=O)n(C)c2ccccc12	2
Cc1ccc(-c2cc(C(=O)N3CC4(C)CC3CC(C)(C)C4)no2)cc1 (stereo unspecified)	2
COc1ccc(COc2ccccc2C(=O)Nc2ccccn2)cc1[N+](=O)[O-]	-1
Nc1ccc(-c2nc3ccc(N)cc3o2)cc1	0
O=C(NC(NCCCN1CCOCC1)(C(F)(F)F)C(F)(F)F)C1CCCCC1	2
COc1ccc(-c2cc(-c3nnc(SCC(=O)Nc4cccc5ccccc45)n3N)[nH]n2)cc1	-3
Cn1c(C(=O)NCCN2CCc3ccccc3C2)cc2c(=O)[nH]c3ccccc3c21	-2
Cc1ccc(-c2nc(C3CCCN(S(=O)(=O)c4cccs4)C3)no2)cc1 (stereo unspecified)	4
O=c1cc(-c2ccccc2)nc(Sc2ccc([N+](=O)[O-])cc2[N+](=O)[O-])[nH]1	1
OCC1OC(Nc2ccccc2C=NO)C(O)C1O (stereo unspecified)	-2
COc1ccc(CCn2c(C)nc3c(c(=O)c4ccccc4n3C)c2=O)cc1	9
CCc1nc(N)c(C#N)c(-c2ccco2)c1C	1
COCCCNc1nc2nonc2nc1N1CCN2CCCC2C1 (stereo unspecified)	-1
COc1ccc2cc(C(=O)Nc3ccc(F)cc3)sc(=O)c2c1OC	5

Additional compounds.
Compound	TbREL1 inh
CCOC(=O)n1c(=O)[nH]c2ccc(Br)cc21	5
CCN(C(=O)COC(=O)/C=C/c1cccc(Cl)c1)c1c(N)n(Cc2ccccc2)c(=O)[nH]c1=O	-2
COc1ccc(-c2coc3cc(O)cc(O)c3c2=O)cc1OC	-1
COc1ccc(Br)cc1[C@H]1[C@H]2C=CC[C@@H](C)[C@@H]2C(=O)N1Cc1ccccc1	1
COC(=O)c1ccsc1-n1cc(C#N)c(=O)n(C)c1=O	0
CCC1(CC)Nc2ccccc2C(=O)N1c1ccc(OC)cc1	3
COc1cccc(C2=NOC(C(=O)Nc3cc(OC)c(OC)c(OC)c3)C2)c1 (stereo unspecified)	0
O=C(Nc1cccc(F)c1)C1CCN(C(=O)c2ccco2)CC1	-1
O=C(NC(c1ccccc1)c1ccc2ccccc2n1)C1CCN(CCOc2ccc(Cl)cc2Cl)CC1 (stereo unspecified)	-3
Cc1cccc(NC(=O)/C(C#N)=C\c2cccnc2)c1	5
C=CCn1c(SCC(=O)c2ccc(-c3ccccc3)cc2)nnc1-c1ccc(OC)cc1	0
Cc1noc(C)c1C(=O)Nc1ccc(S(=O)(=O)N2CCC(C)CC2)cc1	-2
COc1ccc(C(=O)Oc2ccc(-c3nnco3)cc2)cc1S(=O)(=O)N1CCOCC1	0
CC1CCC(NC(=O)c2cc3c(=O)n(C)c4ccccc4c3n2C)CC1 (stereo unspecified)	1
O=C(/C=C\Nc1ccc(Cl)cn1)c1ccc(Br)cc1	-1
Cc1nc2ncnn2c(C)c1CCC(=O)NCc1ccc2c(c1)OCO2	1
CCN(C(=O)Cn1cnc2ccccc2c1=O)C1CCS(=O)(=O)C1 (stereo unspecified)	5
CCc1ccc(N2CC(C(=O)NC3CCCCC3C)CC2=O)cc1 (stereo unspecified)	1
COc1ccccc1OCc1ccc(C(=O)NCc2cccnc2)o1	-3
O=C(c1cncc(Br)c1)N1CCN(S(=O)(=O)c2ccccc2C(F)(F)F)CC1	0
CCCCc1nnc(NC(=O)c2oc3ccc(OC)cc3c2C)s1	1
Cc1ccc(N2CCN(c3ccc(NCc4nc5ccccc5n4C)cc3)CC2)cc1	-2
COC(=O)C1=C(CCc2ccccc2)NC(=O)NC1c1ccc([N+](=O)[O-])cc1 (stereo unspecified)	1
COc1ccc(Cl)cc1NC(=O)CN(C)C(=O)c1n[nH]c2ccccc12	3
COc1ccc(Nc2nnc(C)c3ccccc23)cc1C(N)=O	4

Exported as labelled records: entries from further up.
> O=C(c1cncc(Br)c1)N1CCN(S(=O)(=O)c2ccccc2C(F)(F)F)CC1
  TbREL1 inh: 0

> CCOC(=O)n1c(=O)[nH]c2ccc(Br)cc21
  TbREL1 inh: 5

New compounds follow
Compound	TbREL1 inh
N#Cc1c(NC(=O)c2ccc(-c3ccccc3[N+](=O)[O-])o2)sc2c1CCCC2	2
C/C(=N\NC(=O)c1ccc(Cl)c(Cl)c1)c1ccccn1	-7
COc1ccc(NC(=O)c2cc(-c3ccc(C)o3)nc3ccccc23)cc1OC	-2
COC(=O)C(NC(=O)c1ccccc1C(=O)O)c1ccc2ccccc2c1 (stereo unspecified)	-2
CCc1ccccc1NC(=S)N1CCNC(=O)C1CC(=O)OC (stereo unspecified)	1
Cc1cc(C(=O)COC(=O)c2n[nH]c(=O)c3ccccc23)c(C)n1C	-2
COc1cc(CC(=O)N2CCC(n3nccc3NC(=O)C3CC3)CC2)cc(OC)c1OC	-1
Cc1ccc(S(=O)(=O)N2[C@@H](c3ccc(Cl)cc3)C(C(=O)O)=C[C@H]2CC2CCCC2)cc1	10
CCCCN(C)c1c(C)nc2ccc(C(=O)NCc3ccc(OC)cc3)cn12	-8
O=C1CC(c2ccccc2)CC(=O)C1CS(=O)(=O)c1ccccc1 (stereo unspecified)	-2
O=C(NCCc1ccccc1)c1nccc2ccccc12	1
O=C(NCc1ccccc1)c1ccc(CNc2c(N3CCCC3)c(=O)c2=O)cc1	1
CC1CCN(c2ccc(C=O)o2)CC1	-2
COc1ccccc1Nc1nc(NCCCN(C)C)nc(N)c1[N+](=O)[O-]	6
CCOC(=O)Cc1csc(SCC(=O)Nc2oc(C)c3c(C)n[nH]c(=O)c23)n1	0
O=S(=O)(c1ccc(-c2ccccn2)s1)N1CCC2(CC1)OCCO2	-2
CCNC(=O)C1(C)CCN(Cc2cccc(C(F)(F)F)c2)C1 (stereo unspecified)	-2
O=C(CNC(=O)c1ccc(F)cc1)NCc1ccccn1	-1
CCOC(=O)C1CCN(CC(C)(C)NS(=O)(=O)c2ccccc2)CC1	-2
COC(=O)CSc1ccc2nnc(-c3ccc(OC)c(OC)c3)n2n1	1
C/C(=C\COc1ccc2ccc(=O)oc2c1)CC[C@@H](O)C(C)(C)O	-1
O=C(NCc1ccccc1C(F)(F)F)C1CC(c2ccccc2[N+](=O)[O-])=NO1 (stereo unspecified)	-1
COC(C[C@@H](O)[C@H](C)[C@@H](O)COCc1ccccc1)OC	0

For reference, part of the list above:
Compound	TbREL1 inh
CSc1ncc(Cl)c(C(=O)Nc2nnc(SC/C=C/c3ccccc3)s2)n1	0
O=C(Nc1ccccc1)N1CCOCC1	0
CCCCNC(=O)c1c(CSc2ccccc2)noc1C(=O)NCc1ccccc1	1
COc1ccc(C(=O)NC(=S)N(C)Cc2ccccc2)cc1Br	8

Grouped by structure, those above with two or more sulfur atoms
Compound	TbREL1 inh
CSc1ncc(Cl)c(C(=O)Nc2nnc(SC/C=C/c3ccccc3)s2)n1	0
CS(=O)(=O)c1sc(C(=O)NC(=O)Nc2cccc(C(F)(F)F)c2)c2c1C=CCC2	0
Cc1ccc(C)c(NC(=O)C(=O)NCC2CCCN2S(=O)(=O)c2cccs2)c1 (stereo unspecified)	5
Cc1ccc(-c2nc(C3CCCN(S(=O)(=O)c4cccs4)C3)no2)cc1 (stereo unspecified)	4
CCOC(=O)Cc1csc(SCC(=O)Nc2oc(C)c3c(C)n[nH]c(=O)c23)n1	0
O=S(=O)(c1ccc(-c2ccccn2)s1)N1CCC2(CC1)OCCO2	-2

Assay outcomes from PubChem.

Some of the compounds tested; the hit share may differ from the screen's.
